Screens: PubChem BioAssay, The Scripps Research Institute Molecular Screening Center
ARFGAP1 inhibitor: inhibitors of rat ARFGAP1 GAP activity, primary screen, biochemical, fluorescence polarization, GDP tracer. Arfgap1-stimulated ARF1 GTP hydrolysis, GDP FP detection. inhibition, % at 16.5 µM. 360,000 compounds, 0.26% hits. AID 651572, 2012;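 active = inhibition above a per-plate limit, mean inhibition of low control wells plus 3 SD, cut at about 25% in these data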;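 note: 0% = DMSO wells with enzyme and 100% = wells lacking Arfgap1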
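Repeats: one replicate per compound; assay system: rat Arfgap1 catalytic domain, aa 1-136; times: enzyme reaction 120 min at 25 °C after 20 min preincubation; detection: FP of antibody-bound GDP Alexa 633 tracer, ex 620/em 688 nm; benchmarks: high control wells lacking Arfgap1, low control full reaction with DMSO; reagent: human ARF1(Δ1-17)-GTP substrate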
ASAP1 GAP inh: inhibitors of human ASAP1 ArfGAP activity, primary screen, biochemical, fluorescence polarization; inhibition, % at 16.5 µM; Arf-GAP with SH3 domain, ANK repeat and PH domain-containing protein 1 (Homo sapiens), …; 360,000 compounds, 0.19% hits; ASAP1-stimulated ARF1 GTP hydrolysis, GDP FP detection; in the data active = inhibition above about 25%;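 note: 0% = vehicle with enzyme and substrate and 100% = no enzyme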
TDP2 absorb: human TDP2 enzyme inhibitors, primary screen, biochemical, epi absorbance, recombinant enzyme; T5PNP hydrolysis, p-nitrophenol absorbance 415 nm; inhibition, % at 12.8 µM; 370,000 compounds, 0.34% hits; AID 720702, 2013;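 active = inhibition above the mean of all tested compounds plus 3 SD, set per campaign, cut at about 25% in these data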;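 note: 0% = DMSO with enzyme and 100% = buffer with substrate but no TDP2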
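Incubation: 2 h at 37 °C; Test system: recombinant human TDP2; Quantity: enzyme 120 nM; Read-out basis: percent inhibition; Medium: 50 mM Tris-HCl pH 7.5 with Mg2+, KCl, DTT, BSA; Repeats: single replicate; Compound: 12.8 µM single point, 1% DMSO; Signal: epi absorbance; Reagent: 5 mM T5PNP chromogenic substrate; Benchmarks: no-enzyme high, DMSO-plus-enzyme low.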
PLC-beta3 inh: human PLC-beta3 inhibitors, primary screen, biochemical, fluorescence. inhibition, % at 12.2 µM. 370,000 compounds, 0.18% hits. 1-phosphatidylinositol 4,5-bisphosphate phosphodiesterase beta-3 (Homo sapiens), Q01970. Purified PLC-beta3, fluorogenic substrate. AID 720704, 2013; in the data active = inhibition above about 11%;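 note: 0% = median of compound wells on plate and 100% = full blocker control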
Target sequence (Q01970 whole entry, looked up): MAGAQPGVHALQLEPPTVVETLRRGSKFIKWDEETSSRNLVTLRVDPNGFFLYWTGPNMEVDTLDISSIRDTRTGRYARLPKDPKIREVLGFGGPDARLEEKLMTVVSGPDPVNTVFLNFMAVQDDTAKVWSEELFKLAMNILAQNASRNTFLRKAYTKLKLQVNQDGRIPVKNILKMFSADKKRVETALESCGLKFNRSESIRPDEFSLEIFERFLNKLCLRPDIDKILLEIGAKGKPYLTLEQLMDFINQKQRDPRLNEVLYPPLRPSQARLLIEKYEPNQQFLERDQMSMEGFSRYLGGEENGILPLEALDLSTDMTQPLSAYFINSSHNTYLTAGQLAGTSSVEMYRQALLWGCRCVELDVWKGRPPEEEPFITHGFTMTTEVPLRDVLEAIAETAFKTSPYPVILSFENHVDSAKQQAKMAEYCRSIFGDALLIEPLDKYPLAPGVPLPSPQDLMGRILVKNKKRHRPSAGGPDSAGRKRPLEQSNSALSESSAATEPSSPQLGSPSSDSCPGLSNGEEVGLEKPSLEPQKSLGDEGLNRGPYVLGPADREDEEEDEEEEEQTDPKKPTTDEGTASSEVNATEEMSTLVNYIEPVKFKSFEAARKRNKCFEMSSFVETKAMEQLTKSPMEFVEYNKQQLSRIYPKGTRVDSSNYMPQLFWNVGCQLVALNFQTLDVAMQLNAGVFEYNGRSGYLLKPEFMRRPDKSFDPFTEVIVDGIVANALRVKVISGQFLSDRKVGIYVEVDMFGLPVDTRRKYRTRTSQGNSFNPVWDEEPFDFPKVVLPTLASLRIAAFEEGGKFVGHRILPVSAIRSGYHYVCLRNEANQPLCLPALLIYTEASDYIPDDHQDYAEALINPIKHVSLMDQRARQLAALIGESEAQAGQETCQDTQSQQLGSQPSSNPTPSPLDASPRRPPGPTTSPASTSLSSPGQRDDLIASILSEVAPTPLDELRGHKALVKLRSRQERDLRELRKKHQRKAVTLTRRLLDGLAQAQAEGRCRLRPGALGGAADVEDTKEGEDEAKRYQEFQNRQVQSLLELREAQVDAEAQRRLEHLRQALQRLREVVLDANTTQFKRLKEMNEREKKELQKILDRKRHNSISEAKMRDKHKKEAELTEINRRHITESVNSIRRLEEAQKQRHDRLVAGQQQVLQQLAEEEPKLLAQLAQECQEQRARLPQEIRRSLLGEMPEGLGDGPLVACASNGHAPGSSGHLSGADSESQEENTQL
PLC-gamma1 inh: PLC-gamma1 enzyme inhibitors, primary screen, biochemical, fluorescence, purified enzyme; inhibition, % at 12.2 µM; fluorogenic substrate; 370,000 compounds, 0.84% hits; AID 720700, 2013; 1-phosphatidylinositol 4,5-bisphosphate phosphodiesterase gamma-1 (Homo sapiens), P19174; in the data active = inhibition above about 9.5%
ADAM10 inh: human ADAM10 inhibitors, primary screen, biochemical, QFRET, HTS. recombinant ADAM10, EDANS/DABCYL FRET peptide cleavage, 3 h. Disintegrin and metalloproteinase domain-containing protein 10 (Homo sapiens), O14672. inhibition, % at 7 µM. 370,000 compounds, 0.62% hits;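 active = inhibition above a per-campaign cutoff equal to the mean of compounds falling between control-based bounds plus 3 SD, cut at about 20% in these data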;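 note: 0% = DMSO wells while the 100% control is not disclosed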
Tn6 DDE FP: inhibitors of Tn6 peptide binding to fibrin DD(E), primary screen, biochemical, fluorescence polarization, human fibrin, Tn6 probe; 370,000 compounds, 0.21% hits; Fibrin DD(E) TRITC-Tn6 fluorescence polarization displacement; inhibition, % at 8.3 µM;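 active = inhibition above a per-campaign cutoff: mean of compounds within control limits plus 3 SD, cut at about 15% in these data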;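 note: 0% = median of all compound wells on the plate and 100% = blocking peptide control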
ADAM17 inh: ADAM17 inhibitors, primary screen, biochemical, QFRET; Disintegrin and metalloproteinase domain-containing protein 17 (Homo sapiens), P78536; recombinant ADAM17, EDANS/DABCYL FRET peptide cleavage; inhibition, % at 6.95 µM; 370,000 compounds, 0.83% hits;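 active = inhibition above the mean of compounds lying between control limits plus 3 SD, set per campaign, cut at about 8.5% in these data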;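 note: 0% = DMSO-only wells as the low control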
Tn7 DDE FP: inhibitors of Tn7 peptide binding to fibrin DD(E), primary screen, biochemical, fluorescence polarization, human fibrin, Tn7 probe; FP displacement of FITC-Tn7 peptide from fibrin DD(E); 0% = median of compound wells per plate; inhibition, % at 8.3 µM; 370,000 compounds, 0.13% hits; AID 720508, 2013;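 active = inhibition above the mean of compounds falling within the control limits plus 3 SD of them, cut at about 14% in these data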;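 note: 0% = plate median of compound wells and 100% = 10 µM Aha-Tn7 peptide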
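Test system: human clot-derived fibrin DD(E) complex / Quantity: 2 µM final DD(E) protein / Incubation: 10 min plus 3 h, room temperature / Measured by: fluorescence polarization / Benchmarks: high control of 10 µM Aha-Tn7 peptide / Replicates: singlicate testing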
SIAE primary: human SIAE inhibitors, primary screen, biochemical, fluorescence polarization, FP-Rh probe, 1536-well HTS | Sialate O-acetylesterase (Homo sapiens), Q9HAT2 | SIAE FP-Rh probe binding | inhibition, % at 9.66 µM | 370,000 compounds, 0.69% hits;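 active = inhibition above a cutoff: mean of compounds within the control limits plus 3 SD of those, cut at about 17% in these data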;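 note: 0% = plate median of compound wells and 100% = probe without SIAE protein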
* marks the source's active call; other numbers are inactive results; x = not tested or not shown.

SMILES	ARFGAP1 inhibitor	ASAP1 GAP inh	TDP2 absorb	PLC-beta3 inh	PLC-gamma1 inh	ADAM10 inh	Tn6 DDE FP	ADAM17 inh	Tn7 DDE FP	SIAE primary
O=Cc1ccc(OC(=O)CCCCC(=O)Oc2ccc(C=O)cc2)cc1	-7	-1	21	6	3	-5	0	-3	-4	5
O=C(Nc1ccccc1N1CCN(c2ccccc2)CC1)C12CC3CC(CC(C3)C1)C2	-4	10	2	2	-1	-4	9	-4	-5	-1
CCOc1ccc2c(c1)C(=NNC(=O)c1ccccn1)c1cc(OCC)ccc1-2	-2	-12	2	-2	4	-1	-2	-1	3	9
COC(=O)[C@]1(C)N[C@H](CN(C)S(=O)(=O)c2ccc(C)cc2)[C@@H]2C(=O)N(C)C(=O)[C@@H]21	-13	4	0	0	1	-10	-14	-4	-1	6
Cc1ccc(CNC(=O)CN2C(=O)NC(C)(c3cccc(Br)c3)C2=O)cc1 (stereo not given)	-6	-6	-3	-4	-1	4	2	-4	-4	-3
O=C(CCCN1C(=O)C(c2ccccc2)Oc2cccnc21)Nc1ccccc1Cl (stereo not given)	5	-3	-9	-9	-1	-1	8	-2	5	-1
Cc1cccc(-c2noc(CCCC(=O)NCC3CCCO3)n2)c1 (stereo not given)	5	5	-4	-6	-2	-3	2	-4	4	2
OC[C@@H](O)[C@@H](O[C@@H]1O[C@H](CO)[C@H](O)[C@H](O)[C@H]1O)[C@H](O)[C@@H](O)CO	-3	-8	-6	1	0	-1	-2	-4	3	-3
COC(=O)Cc1ccc(NC(=O)c2ccc3c(c2)C(=O)N(Cc2cccnc2)C3=O)cc1	-3	2	4	-9	2	-11	-4	-4	4	-3
O=C(NCc1c(F)cccc1F)c1cc(COc2c(F)cccc2F)on1	1	-5	0	0	-3	1	1	2	-3	0
CCCCNC(=O)c1cc(-c2ccc3c(c2)OCO3)on1	4	-1	1	1	4	0	3	-1	4	-15
CC(=O)Nc1nc2ccccc2n1CCN1CCOCC1	-5	-6	2	2	2	4	1	-4	0	-4
COc1cc(-c2nc3sc(C)c(C)c3c(=O)o2)cc(OC)c1OC	-2	-4	-5	-5	2	8	6	2	2	0
O=C1CCC/C(=N/NC(=O)c2ccc(NS(=O)(=O)c3cccs3)cc2)C1	17	-3	0	-133	-85	-75	5	-30	5	4
COc1ccccc1NC(=O)OCCN1CCCC12CCC(c1ccccc1)CC2 (stereo not given)	x	x	2	-1	-2	-6	1	-2	0	1
N#C/C(=C/c1ccc(-c2ccccc2[N+](=O)[O-])o1)C(=O)NCCN1CCCCC1	7	6	-9	-18	-6	-20	1	-8	2	2
CCCNC(=O)C1(CC2CC(c3ccccc3)=NO2)CCN(C(=O)C2CCCC2)CC1 (stereo not given)	-5	-8	-4	2	-1	-1	6	-4	-2	4
COc1ccc2nc(N3CCCC3)c(C#N)cc2c1	7	1	6	-368	-344	-451	3	-120	0	6
CCN1CCN(c2ncc3c(n2)CC(c2cc(OC)c(OC)c(OC)c2)CC3=O)CC1 (stereo not given)	4	19	6	0	1	-1	2	-3	-3	8
CCOC(=O)/C=C/C(=O)OCC(=O)N1CCN(C(=O)c2ccco2)CC1	-4	9	14	-10	0	-5	9	0	-1	8
COc1ccc(C(=O)COC(=O)/C=C/c2ccc(S(=O)(=O)Nc3cccc(S(N)(=O)=O)c3)cc2)cc1	5	-3	-14	0	2	21*	1	6	-9	-22
O=C(O)CN1C(=O)N/C(=C\c2cccn2-c2ccc(P(=O)(O)O)cc2)C1=O	6	-7	-1	-2	0	-7	-4	-2	-3	7
Cc1ccc(S(=O)(=O)CC(=O)c2ccc(C)c([N+](=O)[O-])c2)cc1	1	-10	-3	2	0	9	8	1	3	-5
O=C(Nc1cccnc1)c1cnn2c(C(F)F)cc(C3CC3)nc12	11	-17	8	-2	2	7	-2	-4	3	9
Cc1onc(-c2ccccc2)c1CNS(=O)(=O)c1ccc(F)cc1F	2	1	-15	-2	2	5	-2	3	-7	1

14 structures out of the list, sorted by molar mass, smallest number first:
SMILES	ARFGAP1 inhibitor	ASAP1 GAP inh	TDP2 absorb	PLC-beta3 inh	PLC-gamma1 inh	ADAM10 inh	Tn6 DDE FP	ADAM17 inh	Tn7 DDE FP	SIAE primary
COc1ccc2nc(N3CCCC3)c(C#N)cc2c1	7	1	6	-368	-344	-451	3	-120	0	6
CC(=O)Nc1nc2ccccc2n1CCN1CCOCC1	-5	-6	2	2	2	4	1	-4	0	-4
Cc1cccc(-c2noc(CCCC(=O)NCC3CCCO3)n2)c1 (stereo not given)	5	5	-4	-6	-2	-3	2	-4	4	2
Cc1ccc(S(=O)(=O)CC(=O)c2ccc(C)c([N+](=O)[O-])c2)cc1	1	-10	-3	2	0	9	8	1	3	-5
O=Cc1ccc(OC(=O)CCCCC(=O)Oc2ccc(C=O)cc2)cc1	-7	-1	21	6	3	-5	0	-3	-4	5
O=C(NCc1c(F)cccc1F)c1cc(COc2c(F)cccc2F)on1	1	-5	0	0	-3	1	1	2	-3	0
CCOc1ccc2c(c1)C(=NNC(=O)c1ccccn1)c1cc(OCC)ccc1-2	-2	-12	2	-2	4	-1	-2	-1	3	9
O=C(O)CN1C(=O)N/C(=C\c2cccn2-c2ccc(P(=O)(O)O)cc2)C1=O	6	-7	-1	-2	0	-7	-4	-2	-3	7
N#C/C(=C/c1ccc(-c2ccccc2[N+](=O)[O-])o1)C(=O)NCCN1CCCCC1	7	6	-9	-18	-6	-20	1	-8	2	2
COc1ccccc1NC(=O)OCCN1CCCC12CCC(c1ccccc1)CC2 (stereo not given)	x	x	2	-1	-2	-6	1	-2	0	1
O=C(Nc1ccccc1N1CCN(c2ccccc2)CC1)C12CC3CC(CC(C3)C1)C2	-4	10	2	2	-1	-4	9	-4	-5	-1
CCCNC(=O)C1(CC2CC(c3ccccc3)=NO2)CCN(C(=O)C2CCCC2)CC1 (stereo not given)	-5	-8	-4	2	-1	-1	6	-4	-2	4
COC(=O)Cc1ccc(NC(=O)c2ccc3c(c2)C(=O)N(Cc2cccnc2)C3=O)cc1	-3	2	4	-9	2	-11	-4	-4	4	-3
Cc1ccc(CNC(=O)CN2C(=O)NC(C)(c3cccc(Br)c3)C2=O)cc1 (stereo not given)	-6	-6	-3	-4	-1	4	2	-4	-4	-3

(continued)
SMILES	ARFGAP1 inhibitor	ASAP1 GAP inh	TDP2 absorb	PLC-beta3 inh	PLC-gamma1 inh	ADAM10 inh	Tn6 DDE FP	ADAM17 inh	Tn7 DDE FP	SIAE primary
O=C(O)c1cccc(S(=O)(=O)N2CCc3ccccc3C2)c1	-1	12	-3	-2	3	2	2	-4	0	-2
Cc1cccc2nc(Cn3c(=O)n(CCCC(=O)NCc4ccco4)c(=O)c4ccccc43)cc(=O)n12	5	-9	2	-21	-20	-15	-1	-5	-6	2
Cc1ccc(C)c(N(CC(=O)NCc2ccccc2)C(=O)c2csnn2)c1	-7	-3	6	-9	-4	-6	-6	-3	-3	4
COC(=O)COc1ccc(/C=C2/SC(=O)N(CC(=O)N3CCCC3)C2=O)cc1Br	15	2	-5	5	-2	-6	3	-1	1	-6
CCc1sc(NC(=O)CCC(=O)O)nc1-c1cc2ccccc2oc1=O	5	-2	3	-15	-9	-8	-4	-7	6	-3
O=C(Nc1ccc2c(c1)OCCO2)C1CCN(C(=O)c2ccccc2)CC1	10	-5	-3	0	-1	-2	8	-5	5	5
O=C(CCl)Nc1ccccc1C(=O)Nc1ccc2c(c1)OCO2	4	9	5	-8	-1	-11	-2	-7	-2	6
COC(=O)n1c(=O)oc2ccccc21	6	0	1	0	0	2	4	-4	-11	0
Cc1cc2cc(C(c3nnnn3Cc3ccco3)N3CCc4ccccc43)c(=O)[nH]c2cc1C (stereo not given)	2	22	1	-59	-50	-4	7	0	3	3
Cc1cccc(C(=O)O)c1NC(=O)c1ccc(F)cc1	5	8	5	3	2	4	7	-1	-5	7
Fc1ccc(COc2cccc3cccnc23)cc1	-2	-5	-6	-20	-21	-12	-1	-5	7	-4
COc1ccccc1C(=O)Nc1ccnn1C1CCN(C(=O)c2ccoc2)CC1	-16	-17	3	-7	2	1	7	0	-1	-3
CCN(CC)S(=O)(=O)c1ccc(-c2csc(C)n2)cc1	-9	-1	8	-3	-3	5	0	0	6	3
CC(C)(CN1CCCC1)NC(=O)C1CCC(=O)N(CCCN2CCOCC2)C1 (stereo not given)	-8	0	1	-7	-1	4	-1	-3	2	-3
COc1ccc(NC2=NCCC(=O)N2Cc2cccs2)cc1	9	14	10	1	-2	-4	5	-4	-1	1
COc1ccccc1N(CC(=O)Nc1ccc2c(c1)OCCO2)S(=O)(=O)c1ccc(C)cc1	8	-9	-17	-6	2	1	-8	7	-7	0
Cc1ccc(C(=O)OC2CCS(=O)(=O)c3sccc32)cc1 (stereo not given)	17	5	-1	2	-2	0	-8	1	-6	0
O=C(CN(Cc1ccc(F)cc1)C(=O)CNS(=O)(=O)c1ccc(Cl)cc1)NCC1CCCO1 (stereo not given)	-5	6	-3	-4	6	6	2	0	-5	0
Cc1ccc(NC(=O)N2CCCC2C(=O)NCc2ccc3c(c2)OCO3)cc1 (stereo not given)	4	-2	-1	-8	1	3	-1	2	9	1
COc1ccc(C(=O)NCC(C)NC(=O)c2ccc(OC)c(Br)c2)cc1Br (stereo not given)	-5	6	-9	2	9	9	3	7	0	-5
